TIM10 inh: growth inhibitors of TIM10 yeast strain. S. cerevisiae TIM10 strain growth, BacTiter-Glo luminescence, 24 h. 330,000 compounds, 1.4% hits. AID 463195. inhibition, % at 10 µM;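 active = inhibition of 40% or more at the single tested concentration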;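 note: wild-type TIM10 isogenic control strain grown at permissive 25 °C; 0% = DMSO yeast wells and 100% = minimal medium wells without yeast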
NR3A LBD binder: modulates the human NR3A ligand-binding domain. NR3A LBD differential scanning fluorimetry, Tm shift; 0% = protein alone, 100% = glycine-bound protein. Tm shift relative to glycine control, % at 25 µM. 340,000 compounds, 2.5% hits. AID 1259313;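 active = melting temperature shift of at least 10% of the positive control shift, at one fixed dose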
NLRP3 yeast inh: blocks the NALP3 inflammasome reconstituted in yeast; inhibition, % at 10 µM; AID 2825; Yeast reconstituted NLRP3/ASC/caspase-1, beta-gal luminescence, 24 h; 330,000 compounds, 0.39% hits;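 active = inhibition of 50% or more; inactive = inhibition below 50%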;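 note: plate controls were induced DMSO wells for no effect and uninduced yeast grown without galactose for full effect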
APJ antagonist: blocks the human apelin receptor APJ; CHO-K1 APJ beta-arrestin complementation, luminescence; AID 2521; 330,000 compounds, 0.32% hits; inhibition, % at 20 µM;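 active = inhibition above about 40% at 20 µM, limit read from the data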;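 note: cells challenged with 10 nM apelin-13 agonist together with compound; plate controls were apelin-13 plus DMSO wells for no effect and DMSO wells lacking apelin-13 for full effect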
Target sequence (P35414 whole entry, looked up): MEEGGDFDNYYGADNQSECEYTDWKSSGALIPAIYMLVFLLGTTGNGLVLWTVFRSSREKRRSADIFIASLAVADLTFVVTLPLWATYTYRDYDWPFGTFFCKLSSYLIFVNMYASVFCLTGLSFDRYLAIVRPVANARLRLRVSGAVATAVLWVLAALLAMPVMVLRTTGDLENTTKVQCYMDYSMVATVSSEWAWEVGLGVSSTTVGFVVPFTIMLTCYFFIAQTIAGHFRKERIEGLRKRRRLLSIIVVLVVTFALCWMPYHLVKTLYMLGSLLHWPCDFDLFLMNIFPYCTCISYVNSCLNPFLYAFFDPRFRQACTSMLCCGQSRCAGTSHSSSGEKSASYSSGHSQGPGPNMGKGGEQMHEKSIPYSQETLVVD
beta cell repl: inducers of beta-cell replication in MIN6 cells | MIN6 cells proliferation, ATPlite luminescence, 48 h; cells starved in 0.2% serum; 100% = growth in 10% serum | proliferation, % at 10 µM | 330,000 compounds, 0.29% hits;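 active = compounds whose signal lies at least 3.5 SD above the mean of all wells on their plate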;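 note: 0% = DMSO-treated cells in low-serum medium and 100% = 10% serum control; some compounds called inactive have numbers as strong as hits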
APJ agonist: agonists of human APJ apelin receptor | P35414 | activation, % at 20 µM | AID 2520 | CHO-K1 APJ PathHunter beta-arrestin, luminescence; 0% DMSO wells, 100% apelin | 330,000 compounds, 0.11% hits;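 active = activation more than six SD over the plate average, tested at 20 µM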;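 note: 0% = DMSO alone and 100% = apelin-13 at 10 nM; some results filed as inactive read as strong as hits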
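Assay system: engineered CHO-K1 APJ arrestin reporter cells; Amount: 1000 CHO-K1 reporter cells seeded per well; Dosing: one dose, 20 µM compound, 1% DMSO; Times: compound stimulation 90 min at 25 °C, detection 60 min; Measured by: luminescent beta-gal fragment complementation, chemiluminescent substrate; Read-out: APJ–arrestin association signal; Controls: DMSO vs Apelin-13 10 nM.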
tim23-1 inh: growth inhibitors of tim23-1 mutant yeast. S. cerevisiae tim23-1 growth, BacTiter-Glo luminescence, 24 h. inhibition, % at 20 µM. 330,000 compounds, 1.3% hits;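 active = growth inhibition of the mutant yeast at or above 50%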;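 note: temperature-sensitive mutant grown at 25 °C; plate controls were DMSO-treated mutant yeast for no effect and medium wells lacking yeast for full effect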
MPTP block: blocks calcium-induced mitochondrial swelling. isolated mouse mitochondria, Ca2+ swelling absorbance, 30 min. inhibition, % at 10 µM. 360,000 compounds, 1.4% hits;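 active = inhibition of 50% or more, scaled per plate between neutral and stimulator controls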;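 note: 0% = DMSO wells given calcium and 100% = 1 mM EGTA wells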
tim10-1 inh: inhibits growth of tim10-1 mutant yeast | S. cerevisiae tim10-1 ts strain growth, BacTiter-Glo, 24 h | inhibition, % at 20 µM | 330,000 compounds, 2.2% hits;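 active = inhibition of at least 40%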;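 note: mutant grown at 25 °C; 0% = DMSO wells with yeast and 100% = wells holding no yeast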
The depositor's hits bear a star; nt = not tested or not shown.

SMILES	TIM10 inh	NR3A LBD binder	NLRP3 yeast inh	APJ antagonist	beta cell repl	APJ agonist	tim23-1 inh	MPTP block	tim10-1 inh
Cc1ccc(S(=O)(=O)NC2OC(=O)C(Cl)=C2Cl)cc1 (stereo unspecified)	0.9	4.0	7.0	-5.5	-1.2	1.0	16.8	-1.8	8.4
CSc1nc2n(n1)C(c1ccccn1)C1=C(CC(C)(C)CC1=O)N2 (stereo unspecified)	-22.9	1.5	5.9	2.2	1.9	-4.6	-7.4	-1.0	-0.2
Cc1ccc(NC2=C(Cl)C(=O)OC2OC(=O)c2ccco2)c(C)c1 (stereo unspecified)	32.2	0.4	-2.1	-4.4	-6.2	-1.5	34.9	4.7	32.0
Cc1cc(NC(=O)CSc2ncn(-c3ccccc3)n2)no1	2.0	2.6	10.5	-31.2	-1.2	1.2	6.0	-2.3	-2.0
COc1ccc(C(=O)NNC(=O)CSc2nnc(-c3ccc(O)cc3)n2C)cc1	2.8	0.3	10.3	0.7	-1.9	-2.8	2.6	-3.7	5.1
NS(=O)(=O)c1ccc(CCNC(=S)Nc2ccccc2)cc1	-15.0	-13.2	-1.4	-10.9	-2.7	-0.9	3.5	-1.0	-6.2
Cn1c2ccccc2c(=O)c2cc(C#Cc3ccsc3)ccc21	-8.1	-6.9	-34.1	9.7	5.9	-2.8	-14.3	4.7	0.3
O=C(O)c1cccc(S(=O)(=O)N2CCC(n3nnc4cc(C(F)(F)F)ccc43)CC2)c1	-6.9	2.8	4.0	15.1	-2.5	-1.5	17.5	0.0	15.4
CCOC(=O)C1=C(C)NC2=C(C(=O)CC(C)(C)C2)C1c1ccc(N(C)C)cc1 (stereo unspecified)	-7.6	0.6	8.2	6.1	-0.8	0.4	4.9	-0.8	3.3
COc1ccc(N(C)C(=O)c2ccc3snnc3c2)cc1	-12.4	1.5	1.4	2.4	7.8	3.3	11.9	-0.2	6.1
CN(c1ccccc1)S(=O)(=O)c1cccc(C(=O)Nc2ccc3c(c2)CCC3)c1	28.0	-14.3	6.3	-26.4	0.0	1.0	18.3	6.4	15.0
CC(=O)N(c1cccc(C(F)(F)F)c1)c1nc(/C=C/C(=O)O)cs1	-15.8	-1.0	3.1	-36.1	-4.0	-2.4	11.6	1.7	5.6
C/C(=N\OC(=O)c1c(-c2c(F)cccc2Cl)noc1C)c1nccs1	-14.8	-1.4	-5.6	6.9	-2.3	-4.3	-3.7	-1.4	11.7
CSC1=NCCN1C(=O)c1ccc2ccccc2c1	-19.2	0.4	9.2	-8.2	2.2	-5.8	4.2	0.9	0.0
COc1ccc(/C=N/NC(=O)CNC(=O)c2cccs2)cc1	-14.5	-0.2	-6.5	-8.7	-0.1	-1.3	8.0	-0.6	11.1
CCCCN(CCCC)S(=O)(=O)c1ccc(NC(=O)CN2CCOCC2)cc1	8.1	1.5	16.2	-5.3	-1.0	-3.0	19.8	23.8	27.3
C[C@H](CO)N1C[C@H](C)[C@@H](CN(C)S(=O)(=O)c2ccc(F)cc2)Oc2ccc(NC(=O)Nc3ccc4c(c3)OCO4)cc2C1=O	7.3	-2.0	0.3	26.4	-2.5	-3.5	3.9	0.6	-0.1
O=C(NC1CCCCCCC1)c1ccc2c(c1)OCO2	0.6	1.4	23.0	5.7	0.3	2.0	30.2	0.3	18.2
N#CCCn1c(SCC(=O)Nc2ccc(N3CCOCC3)cc2)nc2ccccc21	3.4	-2.6	14.9	-1.6	-1.6	1.4	20.3	1.1	13.6
CSc1nnc(C)c(=O)n1COC(=O)COc1ccc(Cl)cc1Cl	-13.0	0.0	25.3	-9.5	-2.7	-3.0	15.6	0.2	5.9
Cc1c(C(=O)c2ccc(F)cc2F)c2ccccn2c1CCC#N	15.4	-0.9	30.0	-40.6	0.0	8.5	18.3	2.2	27.5
N#Cc1ccc(S(=O)(=O)NCC(=O)OCC(=O)NCCc2ccccc2)cc1	3.4	0.3	9.5	10.0	-0.2	16.4	5.6	-1.6	16.7
C=CCC[C@@H](Cc1ccc(F)cc1)C(=O)OC[C@@H](NC(=O)[C@@H](CC=C)CC(=O)N(CCO)Cc1ccccc1)c1ccccc1	11.0	-8.8	25.8	22.6	-5.6	-3.5	15.0	-1.8	7.6
CCOc1ccc(CN(C)C(=O)c2ccc3c(c2)NC(=O)C(C)S3)cc1OC (stereo unspecified)	2.8	0.4	18.2	-0.7	-0.9	-1.3	7.4	-0.6	-11.7
Cn1c(=O)c2c(nc(SCCNS(=O)(=O)c3ccccc3)n2C)n(C)c1=O	2.0	0.9	-2.8	8.7	2.2	-0.6	6.3	-0.1	12.4
Cc1cc(N2C(=O)c3ccc(C(=O)NCc4ccccc4)cc3C2=O)no1	1.1	-0.5	-4.3	2.3	-0.7	-3.2	1.6	-1.0	11.1
Cc1ccnc(NC(=O)CCC(=O)N(CC(=O)NCc2ccc(F)cc2)CC2CCCO2)c1 (stereo unspecified)	5.0	0.1	-5.2	25.9	0.0	-2.4	2.3	0.1	-12.5
CNC(=O)CCSSCCC(=O)NC	-5.3	0.3	-1.1	7.6	-4.4	-1.6	6.7	-2.7	13.8
CC(=O)c1cccc(NC(=O)c2cc(Cl)sc2Cl)c1	23.1	5.2	-9.2	6.4	0.0	0.3	25.4	4.2	42.5*
O=C1N(CC(=O)N2CCc3ccccc32)CCN1Cc1ccc(Cl)cc1	14.5	-4.0	3.4	0.7	0.7	-0.1	35.3	-0.1	26.2
CC(C)Cn1c(SCC(=O)NCCCN2CCCC2=O)nc2ccccc21	4.1	0.5	16.3	5.2	0.3	-0.3	3.4	2.4	18.2
Cc1ccc(OCCC(=O)OCC(=O)Nc2cc(C)cc(C)c2)cc1	15.8	-30.6	13.1	15.6	1.9	-1.4	4.3	-0.5	2.2
O=C(/C=C/c1ccco1)Nc1cccnc1Cl	10.4	0.8	19.9	8.2	-0.1	0.3	14.5	0.3	8.6
CC(=O)N1CCN(C(=O)CCc2nc3sc4c(c3c(=O)[nH]2)CCCC4)CC1	-7.7	-0.8	-4.2	14.3	-3.3	-0.2	7.2	0.1	7.2
CCn1cc(C(=O)N[C@@H](C)C(=O)OC)c(=O)c2cc3c(cc21)OCO3	-4.0	-9.4	11.3	4.7	-2.4	-3.6	5.3	-0.4	4.1
COc1cc2c(cc1NC(=O)CSc1nnc(Cc3cccs3)n1Cc1ccco1)oc1ccccc12	19.9	-1.3	7.4	-10.9	-5.2	-6.6	27.2	-0.6	24.3
Cc1c(Cl)cccc1NC(=O)CSCC(N)=O	6.4	-0.4	-0.1	-9.1	-3.1	0.8	0.8	2.2	3.3
COC(=O)c1c(C)[nH]c(C(=O)OCc2csc(CC(=O)Nc3ccccc3C)n2)c1C	-0.3	-0.3	0.9	-2.1	-0.3	0.1	-5.1	-0.8	4.0
Cc1nn(Cc2ccc(C(=O)N3c4ccc(F)cc4CCC3C)o2)c(C)c1Br (stereo unspecified)	26.2	-1.0	0.4	1.4	-5.7	-3.5	33.3	-14.2	36.2
CCOC(=O)c1ccc(Oc2cn[nH]c2-c2ccc(OCC(=O)NN)cc2O)cc1	-5.0	1.2	-5.6	-7.5	-2.5	2.9	9.9	0.1	-36.9
CCS(=O)(=O)c1nc(S(=O)(=O)c2ccc(Cl)cc2)c(N2CCN(CCO)CC2)s1	-3.1	3.3	5.1	-12.3	-2.2	-1.7	-9.7	1.1	8.6
C[C@@H]1CN(C(=O)c2cc(COc3cccc(C(F)(F)F)c3)on2)C[C@H](C)O1	13.9	1.5	-3.8	7.1	-1.1	-7.4	29.5	0.9	39.4
Cn1c(=O)c2[nH]c(N3CCN(c4cccc(O)c4)CC3)nc2n(C)c1=O	-28.6	-1.8	5.5	-3.2	-2.6	1.6	-9.5	-0.3	-43.4
O=C(COC(=O)c1ccccc1OC(F)F)Nc1ccc2[nH]c(=O)[nH]c2c1	-4.9	-0.6	-7.9	15.8	1.6	1.2	5.5	-0.3	-0.5
CCOC(=O)c1ccc(NC(=O)Cn2nnc(-c3ccccc3F)n2)cc1	-3.6	-2.8	8.1	8.6	-4.3	-4.0	18.0	13.5	4.9
O=C(Cn1c(NCCO)nc2ccccc21)c1ccc(F)cc1	-10.9	0.3	10.1	1.3	0.6	-1.1	-3.9	1.2	-19.0
CN(Cc1ccco1)C(=O)Cn1c(=O)oc2cc(S(=O)(=O)NCc3ccccc3)ccc21	-8.9	2.6	13.9	9.7	-0.3	-0.3	-11.0	-0.2	-2.5
COc1ccc(-c2noc(C3CCCN(C(=O)Nc4ccccc4)C3)n2)cc1 (stereo unspecified)	6.2	0.2	18.6	-16.3	-3.5	-2.5	5.0	0.0	-7.7
O=C(CSc1ccc(-c2cccc([N+](=O)[O-])c2)nn1)NCc1ccccc1	26.2	2.2	-48.4	2.2	-1.4	0.8	5.9	-0.7	27.9
Cc1ccccc1NC(=O)Nc1ccc2c(c1)CCC2	0.0	-1.2	24.2	14.2	-2.8	-0.1	-3.1	2.0	-6.1
CCOC(=O)NC(=O)/C(N=Nc1cccc(C(F)(F)F)c1)=C(\C)O	1.0	-4.0	-0.7	-10.4	-1.5	-1.3	0.3	0.6	10.1
Nc1ccc(N=Nc2ccccc2)c(N)n1	11.6	5.0	25.4	6.6	-2.3	-3.4	7.4	-0.4	-1.5
Cc1cc(C(=O)N2CCN(c3ncccn3)CC2)sc1-c1ccccc1	29.3	1.3	14.0	-0.1	0.3	-3.8	29.8	-0.7	37.8
Cc1ccc(NC(=O)CC2C(=O)N(Cc3ccccc3)C(=S)N2NC(=O)c2ccccc2)c(C)c1 (stereo unspecified)	-21.2	10.6*	5.0	-0.7	0.0	-2.9	-18.9	5.7	17.4
COc1cc(NS(=O)(=O)c2ccc(OC)c(C)c2C)c(OC)cc1Cl	7.4	-8.8	-28.4	18.0	-2.5	-2.3	20.8	-1.2	19.0
CC(=O)c1ccc(Nc2nc(N3CCOCC3)nc(N3CCOCC3)n2)cc1	5.8	-1.1	17.8	-8.3	2.8	-2.3	17.3	0.6	13.9
O=C(c1ccc(N2C(=O)CCC2=O)cc1)N1CCOCC1	9.6	0.3	6.3	11.9	4.5	-2.4	16.3	-0.8	8.2
Cc1sc2ccccc2c1CNC[C@H]1O[C@@H](n2cnc3c(N)ncnc32)[C@H](O)[C@@H]1O	-7.0	-0.1	6.8	16.4	-2.0	-2.4	-6.3	-0.9	-12.8
CC(=O)/C=C1/C(=O)Nc2ccccc21	22.9	0.9	14.2	91.5*	-5.9	-10.0	26.8	-1.1	2.7
Cc1cccc(-n2c3nc(=O)[nH]c(=O)c-3cc3c(C)nn(-c4ccccc4)c32)c1	7.2	nt	11.4	0.1	0.1	1.7	2.8	nt	11.2

Given with each value named: entries from further up
> C[C@@H]1CN(C(=O)c2cc(COc3cccc(C(F)(F)F)c3)on2)C[C@H](C)O1
  TIM10 inh: 13.9 | NR3A LBD binder: 1.5 | NLRP3 yeast inh: -3.8 | APJ antagonist: 7.1 | beta cell repl: -1.1 | APJ agonist: -7.4 | tim23-1 inh: 29.5 | MPTP block: 0.9 | tim10-1 inh: 39.4

> Cn1c(=O)c2[nH]c(N3CCN(c4cccc(O)c4)CC3)nc2n(C)c1=O
  TIM10 inh: -28.6 | NR3A LBD binder: -1.8 | NLRP3 yeast inh: 5.5 | APJ antagonist: -3.2 | beta cell repl: -2.6 | APJ agonist: 1.6 | tim23-1 inh: -9.5 | MPTP block: -0.3 | tim10-1 inh: -43.4

From PubChem BioAssay
